Compound activity (PubChem BioAssay)
NPYLR7 ag: agonists of mosquito NPYLR7 receptor, primary screen, cell-based, Aedes aegypti, calcium fluorescence, mosquito biting behavior. Aedes aegypti neuropeptide Y-like receptor 7 (NPYLR7). HEK293T NPYLR7/Galpha15, GCaMP6s calcium fluorescence. activation, % at 10 µM. 270,000 compounds, 0.15% hits; in the data active = activation above about 40%;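 note: 0% = vehicle and 100% = reference agonist at the receptor; some compounds past the cut are filed as inactive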
mcGAS inh: cyclic GMP-AMP synthase inhibitors, mouse, primary biochemical chemiluminescence; 160,000 compounds, 0.15% hits; Q8C6L5; recombinant cGAS, Kinase-Glo ATP depletion luminescence; inhibition, % at 12.5 µM;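 note: 0% = negative control wells and 100% = reference inhibitor with no enzyme activity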
hcGAS inh: Primary biochemical luminescence assay for human cyclic GMP-AMP synthase inhibitors; Q8N884; inhibition, % at 12.5 µM; 290,000 compounds, 0.081% hits; recombinant h-cGAS, ATP depletion, Kinase-Glo luminescence;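 note: 0% = vehicle reaction and 100% = reaction without DNA for no activity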
Target sequence (Q8N884 whole entry, looked up): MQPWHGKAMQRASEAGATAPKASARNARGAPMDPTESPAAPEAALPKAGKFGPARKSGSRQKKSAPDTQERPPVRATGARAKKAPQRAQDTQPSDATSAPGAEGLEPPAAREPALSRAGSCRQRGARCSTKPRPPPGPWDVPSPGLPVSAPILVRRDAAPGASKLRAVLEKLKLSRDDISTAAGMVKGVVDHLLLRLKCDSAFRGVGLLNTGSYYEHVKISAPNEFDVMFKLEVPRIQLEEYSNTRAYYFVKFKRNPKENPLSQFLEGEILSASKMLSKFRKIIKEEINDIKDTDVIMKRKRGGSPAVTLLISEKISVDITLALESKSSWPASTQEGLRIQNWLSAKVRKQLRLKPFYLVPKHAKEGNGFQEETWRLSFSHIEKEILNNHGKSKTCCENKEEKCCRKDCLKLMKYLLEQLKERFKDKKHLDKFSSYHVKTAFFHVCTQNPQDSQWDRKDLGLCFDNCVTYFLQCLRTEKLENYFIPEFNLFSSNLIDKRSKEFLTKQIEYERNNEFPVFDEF
* = called active by the depositor; · = not tested or not shown. Cut-off read from the data, not from the text of the source, unless noted: active = inhibition above about 40%; inactive = the rest.

SMILES	NPYLR7 ag	mcGAS inh	hcGAS inh
Cc1c(-n2nnnc2SC(C)C)c(=O)n(-c2ccccc2)n1C	6	·	-5
FC(F)(F)c1nc(N2CCOCC2)c2cnn(-c3ccccc3)c2n1	8	·	-7
Cc1ccc2c(c1)CCC2NC(=O)c1c(C)noc1C (stereo not drawn)	-20	·	-3
N#Cc1ccc(NC(=O)c2ccccn2)c(C(F)(F)F)c1	13	-8	-7
Fc1cc(F)c(F)c(SCc2csc(-c3ccc(Cl)cc3)n2)c1F	14	-3	-4
CC(C(=O)N1CCC(CCC(=O)NCc2cccc(Cl)c2)CC1)n1cncn1 (stereo not drawn)	3	·	-6
CCOC(=O)CCc1c(C)nc2ncnn2c1N1CCN(S(=O)(=O)c2ccc(Br)cc2)CC1	·	-5	-4
CCCCc1ccc(C(=O)Nc2c(-c3ccc(OC)cc3)nc3cc(C)ccn23)cc1	-9	-9	-11
CCCCNCC(=O)N(Cc1ccccc1)Cc1ccco1	18	·	1
Cc1cccc(C(C(=O)NCCc2n[nH]c3c2CCCC3)N(C)C)c1 (stereo not drawn)	-1	·	-4
Cc1c(C(=O)N2CCN(C(=O)c3ccco3)CC2)cc(-c2ccc(Cl)cc2)n1-c1cccc(F)c1	-1	-5	-7
O=C(Nc1nccs1)c1ccc(S(=O)(=O)N(Cc2ccco2)C2CC2)o1	-3	-1	0
COc1ccc(CCC(=O)Nc2cc(C)nn2-c2nc(C)cc(=O)[nH]2)cc1	8	-8	-7
COC(=O)c1ccc(NC(=O)CCN2C(=O)c3cccc([N+](=O)[O-])c3C2=O)cc1	-3	-1	0
Cc1noc(C)c1CSc1nc2cc(S(=O)(=O)N3CCOCC3)ccc2n1CCCN1CCOCC1	4	-5	-3
CC(NC(=O)Cc1csc(-c2ccsc2)n1)c1ccccc1Br (stereo not drawn)	2	·	0
CCOC(=O)C1=C(C)N(C)C(=S)NC1c1cccc(NC(=O)c2ccc3c(c2)OCO3)c1 (stereo not drawn)	·	-10	-11
CC(=O)c1ccc(NC(=O)N2CCc3ccccc3C2c2ccc(Cl)cc2)cc1 (stereo not drawn)	5	0	3
Cc1cc(C)c(NC(=O)CN(C)Cc2cc(F)cc3c2OCOC3)c(C)c1	3	·	-3
CCNC(=S)N(CCCOC)Cc1c(-c2ccccc2)noc1N1CCc2ccccc2C1	·	-1	2
Cc1cc(C2=NNC(=NCC3CCCO3)SC2)c(C)n1Cc1cccs1 (stereo not drawn)	10	-3	-8
O=C(CCC(F)(F)F)N1CCc2onc(-c3ccc(F)c(F)c3)c2C1	10	·	-10
O=C(NCc1ccco1)c1cccc(Nc2c(Oc3ccc(F)cc3)cnn(-c3ccc(F)cc3)c2=O)c1	15	-5	-7
COc1ccc(NC(=O)N(Cc2ccccc2)Cc2cccn2Cc2cccc(C(F)(F)F)c2)c(OC)c1	-8	-4	-5
Cc1ccc2nc(SCc3cccc(F)c3)nc(=O)n2c1	0	0	1

Other compounds
SMILES	NPYLR7 ag	mcGAS inh	hcGAS inh
CC(C)C(=O)N1CC(=O)N2CCc3ccc(F)cc3C2C1 (stereo not drawn)	1	-8	-10
C=CCC(=O)N(CC#Cc1ccccc1)CCC	-5	-12	-5
COCc1ccccc1NC(C)c1ccc(F)cc1F (stereo not drawn)	2	·	-7
COc1ccc(C)cc1C(C)NC(=O)c1cccc(S(=O)(=O)N(C)OC)c1 (stereo not drawn)	7	·	-3
CCOC(=O)C1=C(C)NC2=C(C(=O)CC(c3ccc(Cl)cc3)C2)C1c1cccc(OC)c1OC (stereo not drawn)	-1	-3	-1
Cc1ccc(CN(C)C(=O)CC2C(=O)NCCN2Cc2ccc(-c3ccccc3)cc2)o1 (stereo not drawn)	2	-11	-7
S=C(NCC1CCCO1)Nc1ccc(Cl)c(Cl)c1 (stereo not drawn)	8	·	-1
N#Cc1cccc(S(=O)(=O)N2CCN(C(=O)C3CC3)CC2)c1	7	-8	-11
CN(C)c1cccc2c(S(=O)(=O)N3CCN(c4nccc(-c5ccco5)n4)CC3)cccc12	13	1	0
COc1ccc(C(N)=O)cc1-c1ccc(NC(C)=O)cc1	-2	·	-4
O=[N+]1C=C(c2ccco2)N([O-])C2CCCCC21 (stereo not drawn)	4	·	-5
O=c1c(S(=O)(=O)c2ccc(Cl)cc2)c[nH]c2c(F)cc(F)cc12	8	-3	-5
CN(C)c1cccc(C(NS(=O)(=O)c2ccc3c(c2)CN(C(=O)C(F)(F)F)CC3)c2ccc(S(C)(=O)=O)cc2)c1 (stereo not drawn)	-6	1	-2
Cc1ccc(F)c(NC(=O)CCC(=O)NC[C@H]2C[C@H]3C=C[C@H]2C32CC2)c1	11	-23	-9
COc1ccccc1CN(CCO)C(=O)C1CC1c1cccc(Cl)c1 (stereo not drawn)	-5	·	5
O=C(CN1CCN(C(=O)/C=C/c2ccc3c(c2)OCCCO3)CC1)Nc1ccc(F)cc1	3	·	3
COC(=O)c1ccc(COC(CN2CCN(C(=O)c3ccco3)CC2)c2ccc(Cl)cc2)cc1 (stereo not drawn)	·	-5	-5
Cn1c(Cl)cnc1CN1CCN(c2ccccc2O)CC1	8	-7	-5
O=C(COc1cccc2c1CCCC2O)Nc1ccc(F)c(F)c1 (stereo not drawn)	4	·	-8
CCOc1ccc(S(=O)(=O)c2cnc(SCC(=O)Nc3cccc(C)c3)[nH]c2=O)cc1	-2	-5	-4
COc1ccc(C2=NN(c3ccc(C=O)cc3)CC2)cc1	-13	-6	-5
CN1C(=O)[C@H](OC(N)=O)[C@@H](C(=O)Nc2ccccc2)C12CCNCC2	2	0	6
Cc1noc(C)c1S(=O)(=O)NC(=O)C1(C)CCN1C(=O)C1(c2ccc(Cl)cc2)CC1 (stereo not drawn)	5	·	-8
CCc1cn[nH]c1C1CCN(C(=O)C(O)c2ccccc2Cl)CC1 (stereo not drawn)	1	·	2
O=Cc1ccc(Oc2cc(-n3cccn3)nc(-c3ccccc3)n2)cc1	4	-8	-5

The list continues.
SMILES	NPYLR7 ag	mcGAS inh	hcGAS inh
CCC(Sc1nc2cc(OC)c(OC)cc2c2nc(C)nn12)C(=O)N1CCOCC1 (stereo not drawn)	-11	·	-3
CCCCCCCC(=O)N1CCc2nc(-c3ccc(F)cc3)nc(N3CCOCC3)c2C1	·	-1	3
Cc1cc(-c2cccc3c2CCNC3)nc(N2CCCC2)n1	24	·	-7
O=C(COc1coc(CN2CCN(c3ccccc3)CC2)cc1=O)NCc1ccco1	3	-6	-5
C/C(=C/C(=O)N1CCN(S(C)(=O)=O)CC1)CCc1ccccc1	8	·	-3
Cc1ccc(-n2ncc3c(=O)[nH]c(-n4nc(C)cc4NC(=O)c4ccccc4C(F)(F)F)nc32)cc1	·	5	3
CCN(CC)C(=O)c1ccc(/C=C/c2ccccc2)o1	-1	·	-5
CCOC(=O)[C@@H]1[C@@H](O)C(=O)N(C)C12CCN(C(=O)c1cc3ccccc3s1)CC2	27	-6	-6
CCC(C(=O)NCc1cccnc1-n1cnc2ccccc21)n1cccn1 (stereo not drawn)	·	-17	-1
COC(=O)CCN1C(=O)C2Cc3ccccc3CN2C1=O (stereo not drawn)	-2	-6	-21
COC(=O)C1C(O)=C(C=Nc2ccc(Br)cc2)C(=O)CC1(C)C (stereo not drawn)	-1	·	-3
COc1c(Cl)cc(Cl)cc1C(=O)N1CC[C@H](O)[C@@H](O)C1	5	-13	-10
CCc1ccc2c(c1)NC(=O)C2(C)Cc1ccc(OC(F)(F)F)cc1 (stereo not drawn)	0	-2	2
CCN(CC)S(=O)(=O)c1ccc2c(c1)nc(SCc1ccc(Cl)s1)n2Cc1ccco1	-10	-2	1
Cc1cnc(C(=O)N(CCC#N)C2CC2)cn1	14	·	-12
CC(C)CN(CC(=O)N(Cc1ccc(F)cc1)Cc1ccco1)C(=O)Nc1cccc(F)c1	-9	-4	-4
Cc1nc(NCCSc2nnnn2C)cc(C(C)C)n1	20	·	-4
O=C(NC1CC1)C1CCCN(C2CCN(C(=O)c3cnccn3)CC2)C1 (stereo not drawn)	12	·	0
COC(=O)c1[nH]ncc1CN1CCCC1c1ccc(F)cc1 (stereo not drawn)	-4	·	-2
OC12CC3C[C@H](C1)C(Nc1ccccc1)[C@@H](C3)C2 (stereo partly drawn)	-5	·	-5
CCc1ncc(C(=O)NCCN2CCCOC2=O)cn1	-7	-7	3
Cc1ocnc1C(=O)N1CCC(N2CCCC(C(=O)N3CCOCC3)C2)CC1 (stereo not drawn)	3	·	3
COc1c(F)ccc(C(=O)N(C)Cc2nncn2C(C)C)c1F	·	-1	-1
COc1ccc(/C=N\OCC(=O)N2CC3(C)CC2CC(C)(C)C3)cc1 (stereo not drawn)	7	-7	-7
CC(C)(NC(=O)c1cccs1)C(=O)NCc1csc(N)n1	11	-11	-5

(more compounds)
SMILES	NPYLR7 ag	mcGAS inh	hcGAS inh
Cc1cc(=O)n2ccccc2c1C#N	-1	·	-3
COC(=O)c1sc2nc(CN3C[C@@H](C)O[C@@H](C)C3)ccc2c1NC(=O)C1CCCCC1	14	·	-11
Cc1ccc(C(N)=O)cc1/C=C/c1ccccc1	-2	·	3
O=C(c1ccc(Cl)cc1)N1[C@@H](c2ccco2)[C@@H](CO)C[C@]12CCCCN(CCO)C2=O	6	-6	4
c1cnc2c(SCC3CCOCO3)cccc2c1 (stereo not drawn)	-4	·	-7
O=[N+]([O-])c1cccc(CSc2ccc3nnc(-c4cccs4)n3n2)c1	0	-9	-4
C=CC[C@@H]1CC=C[C@@H](C)N1C(=O)CC1(c2cccc(C(F)(F)F)c2)CC(=O)N(C2CC2)C1=O (stereo partly drawn)	-2	-16	-1
COCCN(Cc1cccc(OC)c1)Cc1ccc(C(O)(CC2CCC2)CC2CCC2)o1	12	-6	-8
CCCCOC(=O)C1=C(C)NC2=C(C(=O)CCC2)C1c1ccccc1OCCCC (stereo not drawn)	1	-6	-3

By substructure, those above containing an aryl methoxy group
SMILES	NPYLR7 ag	mcGAS inh	hcGAS inh
CCCCc1ccc(C(=O)Nc2c(-c3ccc(OC)cc3)nc3cc(C)ccn23)cc1	-9	-9	-11
COc1ccc(CCC(=O)Nc2cc(C)nn2-c2nc(C)cc(=O)[nH]2)cc1	8	-8	-7
COc1ccc(NC(=O)N(Cc2ccccc2)Cc2cccn2Cc2cccc(C(F)(F)F)c2)c(OC)c1	-8	-4	-5
COc1ccc(C)cc1C(C)NC(=O)c1cccc(S(=O)(=O)N(C)OC)c1 (stereo not drawn)	7	·	-3
CCOC(=O)C1=C(C)NC2=C(C(=O)CC(c3ccc(Cl)cc3)C2)C1c1cccc(OC)c1OC (stereo not drawn)	-1	-3	-1
COc1ccc(C(N)=O)cc1-c1ccc(NC(C)=O)cc1	-2	·	-4
COc1ccccc1CN(CCO)C(=O)C1CC1c1cccc(Cl)c1 (stereo not drawn)	-5	·	5
COc1ccc(C2=NN(c3ccc(C=O)cc3)CC2)cc1	-13	-6	-5
CCC(Sc1nc2cc(OC)c(OC)cc2c2nc(C)nn12)C(=O)N1CCOCC1 (stereo not drawn)	-11	·	-3
COc1c(Cl)cc(Cl)cc1C(=O)N1CC[C@H](O)[C@@H](O)C1	5	-13	-10
COc1c(F)ccc(C(=O)N(C)Cc2nncn2C(C)C)c1F	·	-1	-1
COc1ccc(/C=N\OCC(=O)N2CC3(C)CC2CC(C)(C)C3)cc1 (stereo not drawn)	7	-7	-7
COCCN(Cc1cccc(OC)c1)Cc1ccc(C(O)(CC2CCC2)CC2CCC2)o1	12	-6	-8
